# SRC3 inh – inhibits human SRC3 coactivator. Q9Y6Q9. HEK293 GAL4-SRC3 luciferase reporter, luminescence. actives 0.17% (n = 360,000). AID 588352. inhibition, % at 3.6 µM;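 active = inhibition above a per-campaign cutoff, the mean of all compounds plus 3 SD, cut at about 60% in these data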;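 note: 0% = DMSO-treated cells and 100% = gossypol-treated cells at 36 µM; higher means less SRC3-driven luciferase light from the GAL4 reporter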
# ABHD5-PLIN5 inh – ABHD5-PLIN5 protein interaction inhibition; inhibition, % at 4 µM; actives 0.78% (n = 360,000); Split G. princeps luciferase complementation, luminescence, 4 h;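 active = inhibition above the mean inhibition across every tested compound plus 3 SD, cut at about 22% in these data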;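 note: 0% = DMSO only wells and the 100% control is not disclosed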
# COUP-TFII inh – inhibitors of human COUP-TFII (NR2F2); P24468; HEK293T NGFI-A luciferase reporter, luminescence; inhibition, % at 8.6 µM; actives 0.7% (n = 370,000);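 active = inhibition above a per-plate cutoff, mean inhibition of test wells between control levels plus 3 SD, cut at about 38% in these data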;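 note: cells cotransfected with COUP-TFII expression vector driving the NGFI-A reporter; 0% = median of COUP-TF2 test wells and 100% = reporter-only cells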
# NR5A2 inv ag – inverse agonists of human LRH-1 (NR5A2); O00482; HEK293T StAR-luciferase reporter, LRH-1 transfected, 24 h; inhibition, % at 3.6 µM; actives 0.13% (n = 360,000);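 active = inhibition above the mean inhibition of all tested compounds plus 3 SD, cut at about 73% in these data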;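 note: 0% = DMSO wells and 100% = reporter-only cells lacking LRH-1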
# NOD2-RIPK2 inh – inhibitors of human NOD2-RIPK2 interaction | CHO BLA complementation NOD2-RIPK2, CCF4 ratio | inhibition, % at 4.98 µM | AID 624267 | O43353 | actives 0.38% (n = 360,000); in the data active = inhibition above about 21%;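 note: 0% = vehicle only and 100% = reference blocker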
# SRC2 inh – inhibits human steroid receptor coactivator 2. Q15596. HEK293 GAL4-SRC2 luciferase reporter, luminescence. inhibition, % at 9 µM. actives 0.17% (n = 370,000). AID 651957;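 active = inhibition above the mean inhibition of all tested compounds plus 3 SD, set per campaign, cut at about 52% in these data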;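 note: 0% = DMSO treated cells and 100% = cells given Gossypol at 36 µM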
# TLR9-MyD88 inh – inhibitors of human TLR9-MyD88 binding; Q9NR96+Q99836; CHO BLA complementation TLR9-MyD88, CCF4 FRET ratio; inhibition, % at 4.98 µM; actives 0.21% (n = 340,000); AID 504734;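 active = inhibition above the mean over all tested compounds plus 3 SD, cut at about 21% in these data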;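 note: 0% = DMSO only wells and 100% = clavulanate BLA inhibitor control wells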
# Target sequence (Q99836 whole entry, looked up): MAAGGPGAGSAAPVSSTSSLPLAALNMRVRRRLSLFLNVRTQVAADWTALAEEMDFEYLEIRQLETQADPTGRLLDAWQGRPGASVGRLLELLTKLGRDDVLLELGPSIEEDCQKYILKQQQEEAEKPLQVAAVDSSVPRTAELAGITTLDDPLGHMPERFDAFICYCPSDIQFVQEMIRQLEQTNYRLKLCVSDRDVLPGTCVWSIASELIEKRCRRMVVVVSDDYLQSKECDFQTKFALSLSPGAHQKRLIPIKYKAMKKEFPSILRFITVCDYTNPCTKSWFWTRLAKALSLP
# Target sequence (Q9NR96 whole entry, looked up): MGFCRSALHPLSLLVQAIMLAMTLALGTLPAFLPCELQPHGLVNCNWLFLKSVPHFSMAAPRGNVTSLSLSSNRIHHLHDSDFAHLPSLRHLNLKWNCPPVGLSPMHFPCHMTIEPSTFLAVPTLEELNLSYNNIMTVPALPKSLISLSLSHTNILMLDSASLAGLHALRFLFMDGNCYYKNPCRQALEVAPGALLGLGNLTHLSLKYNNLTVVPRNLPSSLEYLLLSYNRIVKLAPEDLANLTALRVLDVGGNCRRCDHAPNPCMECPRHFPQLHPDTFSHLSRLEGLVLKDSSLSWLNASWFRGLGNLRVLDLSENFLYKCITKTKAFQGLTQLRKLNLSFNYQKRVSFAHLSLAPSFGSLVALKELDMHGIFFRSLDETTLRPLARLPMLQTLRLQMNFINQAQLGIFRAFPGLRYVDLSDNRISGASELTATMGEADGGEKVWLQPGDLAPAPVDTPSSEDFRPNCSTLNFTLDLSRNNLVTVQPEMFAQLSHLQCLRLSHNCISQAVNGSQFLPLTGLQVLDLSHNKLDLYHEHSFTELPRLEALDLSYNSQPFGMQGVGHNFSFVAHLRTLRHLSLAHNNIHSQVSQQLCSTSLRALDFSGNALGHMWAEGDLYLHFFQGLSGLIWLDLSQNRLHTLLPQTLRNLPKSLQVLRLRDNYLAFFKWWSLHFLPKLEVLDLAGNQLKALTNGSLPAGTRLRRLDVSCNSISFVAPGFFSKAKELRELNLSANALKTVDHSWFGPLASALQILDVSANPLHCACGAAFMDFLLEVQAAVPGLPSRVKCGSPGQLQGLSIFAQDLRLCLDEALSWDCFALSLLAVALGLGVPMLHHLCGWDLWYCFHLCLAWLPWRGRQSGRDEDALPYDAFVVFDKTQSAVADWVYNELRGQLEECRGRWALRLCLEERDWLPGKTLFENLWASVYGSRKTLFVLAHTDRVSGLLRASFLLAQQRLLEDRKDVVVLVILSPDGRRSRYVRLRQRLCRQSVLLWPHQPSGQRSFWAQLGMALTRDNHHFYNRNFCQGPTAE
# SRC1 inh – inhibitors of human steroid receptor coactivator 1 (SRC1); HEK293 GAL4-SRC1 luciferase reporter, luminescence; inhibition, % at 3.6 µM; actives 0.12% (n = 360,000); AID 588354;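 active = inhibition above the campaign mean plus 3 SD, with each screening campaign given its own cutoff, cut at about 60% in these data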;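 note: 0% = DMSO treated cells and 100% = gossypol at 36 µM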
# Exocytosis inh – blocks lytic granule exocytosis; TALL-104 LAMP-1 surface exposure, flow cytometry; cells stimulated with thapsigargin and PMA; inhibition, % at 10 µM; actives 0.66% (n = 360,000);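 active = inhibition above about 55%, limit read from the data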
# TROY signal inh – TROY signaling inhibition | actives 0.98% (n = 360,000) | inhibition, % at 10 µM | Q293 LMP1-TROYcd NF-kB luciferase reporter, 4 h;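 active = compounds whose plate-normalised and pattern-corrected inhibition of the luciferase reporter signal at the single screening dose is 50% or more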
# TWEAK-Fn14 inh – blocks TWEAK-Fn14 interaction in a reporter cell assay; actives 2% (n = 360,000); inhibition, % at 10 µM; AID 1159606; TWEAK-stimulated Fn14 reporter cells, luciferase luminescence, 8 h; in the data active = inhibition above about 50%
# * marks the source's active call; other numbers are inactive results; nt = not tested or not shown.
# Start of the data: the first 3 entries (preview)
Molecule	SRC2 inh	SRC1 inh	TLR9-MyD88 inh	Exocytosis inh	NR5A2 inv ag	NOD2-RIPK2 inh	SRC3 inh	ABHD5-PLIN5 inh	TWEAK-Fn14 inh	COUP-TFII inh	TROY signal inh
Cc1ccc(NC(=S)NC2CCN(Cc3ccccc3)CC2)c(C)c1	2	0	9	4	11	-6	-11	3	8	7	2
Cc1cc(C)n(Cc2ccc(C(=O)NCCC3=CCCCC3)o2)n1	-26	-24	-3	2	-14	0	-18	3	-34	1	-8
O=C(Nc1cccc2ncccc12)C12CC3CC(CC(C3)C1)C2	-5	-4	-13	2	-14	1	-1	4	-19	24	0

# All compounds of this part, previewed entries included:
Molecule	SRC2 inh	SRC1 inh	TLR9-MyD88 inh	Exocytosis inh	NR5A2 inv ag	NOD2-RIPK2 inh	SRC3 inh	ABHD5-PLIN5 inh	TWEAK-Fn14 inh	COUP-TFII inh	TROY signal inh
Cc1ccc(NC(=S)NC2CCN(Cc3ccccc3)CC2)c(C)c1	2	0	9	4	11	-6	-11	3	8	7	2
Cc1cc(C)n(Cc2ccc(C(=O)NCCC3=CCCCC3)o2)n1	-26	-24	-3	2	-14	0	-18	3	-34	1	-8
O=C(Nc1cccc2ncccc12)C12CC3CC(CC(C3)C1)C2	-5	-4	-13	2	-14	1	-1	4	-19	24	0
CCC(C)N1C(=O)CN(C2CCCCCC2)C(=O)C1c1ccccc1F (stereo unspecified)	2	6	6	0	-2	-4	-2	0	19	6	9
CN=C1S/C(=C\c2ccc(O)c(Br)c2)C(=O)N1C	-21	-35	7	6	14	6	-24	-4	42	-12	-5
Cc1cccc2c(=O)cc(C)n(Cc3ccccc3)c12	13	10	-9	-5	-1	-2	20	3	-15	4	-8
O=C(/C=C/c1ccc2c(c1)OCO2)N1CCN(c2ccc(Cl)cc2)CC1	-23	1	-3	-9	-19	3	16	-3	-20	-4	37
CCCN(C(=O)CCNC(=O)Cn1cnc2ccccc2c1=O)c1cccc(Cl)c1	nt	-23	2	-6	3	-9	1	-2	16	nt	-1
CC(C)C[C@H]1CNC(=S)N1C[C@H]1CCCN1C[C@H](CC(C)C)N1C[C@H](Cc2ccccc2)N(CCc2ccccc2)C1=S	15	17	nt	22	13	-20	20	9	-11	17	-14
Cc1ccc(Cl)c(OCC(O)CN(CCO)CCO)c1 (stereo unspecified)	19	-1	-5	0	-17	-8	1	0	-13	4	2
O=C1COc2ccc(S(=O)(=O)CCC(=O)N3CCN(c4cccc(C(F)(F)F)c4)CC3)cc2N1	13	21	-5	-4	-13	6	30	-7	12	27	-6
CNc1ccc(Br)cc(C(=O)/C=C/c2cccc(OC)c2)c1=O	11	-13	1	-4	-7	2	13	30*	3	-16	-13
CN(C(=O)CCc1ccccc1F)C1CCCN(Cc2ccccc2F)C1 (stereo unspecified)	-13	8	-8	0	0	-15	9	3	2	4	-21
COc1ccccc1CNC(=O)C(NS(=O)(=O)c1cccc2nsnc12)C(C)C (stereo unspecified)	8	-5	-1	8	1	2	2	-2	3	-2	-7
NC(=O)COC(=O)c1cc(S(=O)(=O)N2CCN(c3ccccc3)CC2)ccc1Cl	5	-13	-8	4	10	-4	-2	-2	-9	-4	-15
CCOc1ccc(C(=O)NCC(=O)NNC(=O)CN(C)S(=O)(=O)c2ccc(Cl)cc2)cc1	-17	-3	-10	-4	-22	-2	8	5	3	-2	-11
CN1C(=O)C(CC(=O)Nc2ccc(F)cc2)N(Cc2cccs2)C1=S (stereo unspecified)	-19	7	-11	13	0	-3	13	-1	-4	-12	6
O=C(Cc1ccc(Cl)cc1)Nc1ccc2oc(-c3ccncc3)nc2c1	-16	-5	6	3	-23	10	4	2	-31	3	-4
COc1ccc2c(c1)OC1=C(C(=O)CCC1)C2C1=C(O)CCCC1=O (stereo unspecified)	0	-6	4	0	5	9	6	13	9	7	29
Cc1ccc(CC(=O)O/N=C(\N)c2ccccn2)cc1	-64	-92	6	6	-93	-8	-111	0	-2	-56	-16
COC(=O)Nc1nc(-c2ccc(F)cc2)c(C)s1	-59	-10	-7	4	1	-11	-15	13	-11	-29	-9
C(=N\Nc1nc2ccccc2[nH]1)/c1c[nH]c2ccccc12	-85	-72	-3	4	-61	19	-31	7	51*	-29	-25
O=C(CCOc1ccccc1)Nc1cccc(S(=O)(=O)Nc2ccccc2Cl)c1	-14	15	-18	-4	-8	0	11	-5	24	-3	-3
CN(C)S(=O)(=O)c1ccc(Cl)c(C(=O)NNC(=O)c2ccc3c(c2)OCO3)c1	-27	-9	-19	-5	-24	-1	-20	1	15	1	-8
NCCNC(=O)c1ncsc1-c1cccc(F)c1	-3	5	-4	-2	15	-7	-11	-6	-4	5	2
NC(=O)C1CCCN(C(=O)c2[nH]c(C(F)(F)F)nc2-c2ccccc2)C1 (stereo unspecified)	-1	-1	nt	-2	16	8	-9	2	-21	3	1
COc1cc2c(cc1OC)C(c1ccc(Cl)cc1)=NCC2	-6	-3	-6	1	10	-7	15	6	-34	11	26
Cc1ccc(NC(=O)c2cc(NC(=O)c3ccco3)ccc2N2CCOCC2)cc1Cl	-14	-7	8	0	-28	9	4	-3	-14	3	15
Cc1ccc(C)c(N(CC(=O)N2CCc3ccccc3C2)S(C)(=O)=O)c1	5	3	-8	-5	-10	-2	28	-2	7	10	-22
CC(N=c1ccccn1C(=O)Nc1ccc(F)cc1)c1ccco1 (stereo unspecified)	0	-10	-8	3	-16	5	24	0	-10	-6	-41
O=C(NC1CCCC1)C(c1cccs1)N(Cc1ccco1)C(=O)Cn1nnc(-c2cccs2)n1 (stereo unspecified)	12	14	5	-1	18	-1	5	3	12	15	-16
CCOc1ccc(C2C(C(=O)c3ccc(C)o3)=C(O)C(=O)N2CCCN(CC)CC)cc1 (stereo unspecified)	-6	-16	-4	-4	4	-5	12	-2	10	3	-9
NS(=O)(=O)c1ccc(NC(=S)N2CCN(Cc3ccc(Cl)c(Cl)c3)CC2)cc1	13	-1	nt	2	3	-6	17	-4	34	4	16
CC(=O)Nc1ccc(S(=O)(=O)Nc2ccc(Cl)cn2)cc1	5	-1	-3	-1	1	-5	-2	-1	-8	8	2
CCOC(=O)C1CC2=C(CC(C)(C)CC2=O)N(CCOC)C1=O (stereo unspecified)	8	3	-1	-5	11	-7	-7	-6	4	-7	7
CCCCN(C)C(=O)C1CCN(C/C(C)=C/c2ccccc2)CC1	-1	-1	-4	-4	-7	5	2	0	0	-18	11
O=C1CC(c2ccc(S(=O)(=O)N3CCCCC3)cc2)CN1 (stereo unspecified)	10	-35	4	0	7	-3	4	0	-7	-1	-18
CCNc1nc(NCc2ccccc2)nc(SCC(=O)Nc2ccccc2)n1	18	-7	-13	-2	-8	-6	10	-1	15	4	14
COc1ccc(C2C(C(=O)c3ccc(C)o3)=C(O)C(=O)N2c2cc(C)on2)cc1OC (stereo unspecified)	-11	-25	5	-5	-29	-4	6	-3	7	-10	-36
CCOC(=O)C1CCCN(C(=O)c2sc(-c3ccccc3)nc2C)CC1 (stereo unspecified)	4	9	nt	-2	-25	-12	2	-5	-12	5	-6
CN(C1CCS(=O)(=O)C1)S(=O)(=O)c1ccccc1[N+](=O)[O-] (stereo unspecified)	13	-4	-1	9	9	2	18	1	4	9	7
CCOc1ccc(S(=O)(=O)NCc2cccnc2)cc1NC(=O)c1ccccc1F	3	3	-1	3	5	-7	-2	11	-2	-13	17
CN(C)C(=O)N1CCCC(C(=O)NCc2ccccc2Cl)C1 (stereo unspecified)	-9	-1	-3	1	0	10	13	-4	1	-11	9
COc1cccc(-c2ccc3ncnc(NCc4cc(C)cs4)c3c2)c1	33	11	7	-5	0	-5	21	5	77*	26	42
C/C(CCc1ccccc1)=N\NC(=O)C(=O)Nc1cccc(Cl)c1	-11	9	1	0	6	-3	11	-1	-4	13	-7
CC(=O)N1CCc2cc(S(=O)(=O)CCC(=O)Nc3cc(C)cc(C)c3)ccc21	11	0	-10	-4	11	-2	8	9	-22	6	-17
Cc1cc(OCC(=O)NNC(=O)c2ccncc2)ccc1C(C)C	6	-17	-3	2	-4	4	0	-12	7	6	-20
CCOc1ccccc1NC(=O)c1nc(S(=O)(=O)Cc2ccccc2)ncc1Cl	1	-21	9	47	4	15	-80	-1	74*	13	75*
CC(C)OC(=O)CCNc1n[nH]c(=O)[nH]c1=O	23	-18	1	-2	12	-12	6	-2	-6	-5	5
O=C(COC(=O)C1CC(=O)N(c2ccc3c(c2)OCCO3)C1)Nc1ccc2c(c1)CCC2 (stereo unspecified)	1	-3	0	5	-1	-4	-6	-1	65*	4	10
CC(NC(=O)CNC(=S)N(Cc1cccs1)C1CCCC1)c1ccccc1 (stereo unspecified)	2	15	4	-2	5	5	19	1	8	-6	13
O=C(N/N=C/c1ccc([N+](=O)[O-])o1)C(=O)Nc1ccc(C(=O)O)cc1	-13	-7	-4	3	-4	-8	13	4	37	17	-18
Cc1cccnc1NC(=O)NC(=O)c1ccc(C(C)(C)C)s1	-46	-33	-9	-7	-68	-3	-37	8	19	-4	32
O=C(COC(=O)Cc1cccc2ccccc12)Nc1ccccc1-c1ccccc1	18	-15	1	0	9	-16	-9	-7	-1	5	22
O=C(COC(=O)C1(c2ccccc2)CC1)NNC(=O)c1ccccc1F	3	0	4	8	-9	10	-15	-3	3	-17	-3
Cn1cccc1/C=N/NC(=O)c1ccccn1	-66	-122	-4	-4	-169	-13	-93	-5	-11	-30	-63
Cc1ccc(/C=N/NC(=O)c2n[nH]c3c2CCCC3)cc1	-130	-74	nt	-6	-2	6	-29	0	-9	-84	-18
COc1ccccc1-n1nnnc1SCC(=O)NCC1(N2CCCCC2)CCCCC1	0	-24	-2	-3	-1	-21	-28	-7	1	3	3
CN(C(=O)c1ccc(NC(=O)Cc2cccc(NC(=O)C3CCN(C(=O)c4ccccc4)CC3)c2)cc1)C1CCCC1	-18	4	5	13	12	7	12	3	-24	1	-6
Cc1nc(Oc2ccccc2)c2ccccc2n1	2	3	-9	0	17	-8	12	-2	13	8	17

# Later entries:
Molecule	SRC2 inh	SRC1 inh	TLR9-MyD88 inh	Exocytosis inh	NR5A2 inv ag	NOD2-RIPK2 inh	SRC3 inh	ABHD5-PLIN5 inh	TWEAK-Fn14 inh	COUP-TFII inh	TROY signal inh
O=C(NCc1ccc(F)cc1)C(c1ccccc1)c1ccccc1	7	-45	1	1	3	-9	7	0	54*	-2	1
Cc1ccccc1N1CC2=C(C1=O)C(c1ccccc1)NC(=O)N2C (stereo unspecified)	-21	9	-9	1	-3	-4	3	8	1	0	19
COc1ccc(C(=O)NCCCNC(=O)c2cccnc2)cc1OC	-12	-11	3	8	-1	3	-10	5	-1	-7	-13
CN(c1cccc(NC(=O)CN(c2cccc(F)c2)S(C)(=O)=O)c1)S(C)(=O)=O	5	-4	-2	-2	-9	3	17	-2	12	-20	-4
O=C(CNCCO)N1CCc2ccccc21	-17	-8	10	0	-1	-3	8	-4	15	-3	-16

# Screens from PubChem BioAssay.

# Only part of the results is shown (hit frequency here may not be typical).
